# TrxR1 substrate – rat thioredoxin reductase 1 substrate activity; O89049; purified TrxR1 substrate turnover, NADPH consumption readout; Potency, µM (top dose mostly 114 µM), for the others: top-dose activity change, negative = substrate turnover; 0.01% of 390,000 active; note: potency is the fitted concentration of half-maximal effect; % is set by controls: 0 for no effect and ±100 for the full control effect; nearly all actives have a fitted effect of over 50% in size
# Target sequence (O89049 whole entry, looked up): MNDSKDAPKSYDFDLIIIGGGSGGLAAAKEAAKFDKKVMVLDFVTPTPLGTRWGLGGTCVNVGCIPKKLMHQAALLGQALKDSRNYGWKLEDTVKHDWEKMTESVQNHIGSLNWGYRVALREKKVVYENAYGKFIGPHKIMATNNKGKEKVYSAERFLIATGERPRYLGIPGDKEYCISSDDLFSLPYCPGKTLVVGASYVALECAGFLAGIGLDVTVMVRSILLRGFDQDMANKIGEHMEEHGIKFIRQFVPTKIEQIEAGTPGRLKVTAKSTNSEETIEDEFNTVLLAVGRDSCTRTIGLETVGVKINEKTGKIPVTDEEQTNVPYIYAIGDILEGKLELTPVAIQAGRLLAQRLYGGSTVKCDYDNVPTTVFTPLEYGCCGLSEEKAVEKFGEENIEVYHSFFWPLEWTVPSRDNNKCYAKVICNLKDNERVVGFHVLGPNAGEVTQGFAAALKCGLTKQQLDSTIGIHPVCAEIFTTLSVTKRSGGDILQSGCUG
#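 Rat TrxR1, dispensed at 90 nM, was prereduced with 400 uM NADPH (final) for 5 min at ~22 deg C, then incubated with compound 15 min before 400 uM selenite. A first-read NADPH fluorescence drop versus no-compound background flagged substrates.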
# Pin1 inhibitor – blocks the human prolyl isomerase Pin1 | 0.009% of 390,000 active | Potency, µM (series often up to 115 µM), without a hit: at the highest dose activity, negative = inhibition, usual class: inhibitors | AID 504891 | Pin1 FP peptide displacement, HiFluor488, 10 min | Q13526; active = well fitted inhibition curve with a large enough effect in the polarisation, with a control signal flat, not every such curve was filed as active; inconclusive = small, poorly fitted or top-dose-only effect, or effect the other way, or a change in a side signal; inactive = no such curve, though single readings can be large or run the other way; the % refers to the polarisation; note: potency is the fitted concentration of half-maximal effect; % is set by controls: 0 for no effect and ±100 for the full control effect
# USP1 inh – blocks the human USP1/UAF1 deubiquitinase complex | recombinant USP1/UAF1, Ub-Rhodamine cleavage fluorescence | Potency, µM (series often up to 57.1 µM), for inactives: at the highest dose activity change, negative = inhibition, hits mostly inhibitors | 0.23% of 390,000 active | AID 743255; note: potency is the fitted concentration of half-maximal effect; % is set by controls: 0 for no effect and ±100 for the full control effect; nearly all actives have a fitted effect of over 60% in size; inactives centre near -12
#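 In this screen, compounds sit with the deubiquitinase complex (1nM) for 15 min at room temperature before Ub-Rho is added at 150nM final. Fluorescence rise is then followed for 6 reads every 60 seconds.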
# HP1b binding inh – HP1-beta chromodomain-methylated histone interaction inhibition; AlphaScreen HP1-beta / biotin-H3K9me3 peptide binding; Potency, µM (top dose mostly 114 µM), without a hit: at the highest dose activity change, negative = inhibition, usual class: inhibitors; 0.56% of 390,000 active; AID 540317; note: potency is the fitted concentration of half-maximal effect; nearly all actives have a fitted effect of over 70% in size; inactives centre near 23
# Target sequence (P83916 whole entry, looked up): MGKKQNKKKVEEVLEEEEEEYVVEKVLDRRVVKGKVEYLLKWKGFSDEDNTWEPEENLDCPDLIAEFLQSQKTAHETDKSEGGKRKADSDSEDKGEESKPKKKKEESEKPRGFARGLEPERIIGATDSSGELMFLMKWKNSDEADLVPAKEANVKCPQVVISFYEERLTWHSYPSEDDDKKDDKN
#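 Compound inhibition of the preformed complex between 50 nM HP1-beta and 50 nM biotinylated H3K9me3 peptide was read by AlphaScreen. Buffer was PBS pH 7.4 with 0.01% Tween-20. Incubations ran 30 min at room temperature, with 10 ug/mL donor/acceptor beads.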
# TrxR1 inh – rat TrxR1 inhibition. O89049. AID 588453. recombinant rTrxR1, NADPH fluorescence consumption, selenite substrate. 1% of 390,000 active. Potency, µM (highest dose often 114 µM), for the others: at the top dose activity change, negative = inhibition, hits mostly inhibitors; note: potency is the fitted concentration of half-maximal effect; % is set by controls: 0 for no effect and ±100 for the full control effect; nearly all actives have a fitted effect of over 65% in size
#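 Rat TrxR1 (90 nM in the dispensed reagent) was pre-reduced with 400 uM NADPH for 5 min at room temperature, then incubated with compound for 15 min. After 400 uM selenite was added, NADPH fluorescence (Ex 340/Em 450 nm) was followed for 8 min.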
# PGK inhibitor – T. brucei PGK inhibition; 0.043% of 380,000 active; PGK/GAPDH coupled, Kinase-Glo luminescence, 60 min; Potency, µM (top dose mostly 57.5 µM), for the others: top-dose activity change, negative = inhibition, most hits filed as inhibitors; P07378; note: potency is the fitted concentration of half-maximal effect; % is set by controls: 0 for no effect and ±100 for the full control effect; nearly all actives have a fitted effect of over 60% in size
#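 Luminescent ATP detection (Kinase-Glo Plus) follows a 60-minute room-temperature incubation, with wells lacking PGK as controls. Buffer: 100 mM TEA (pH 7.6), 5 mM MgCl2, 0.01% Tween-20. Coupling enzyme GAPDH (100 nM final) supplies unstable 1,3-BPG in-well.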
# IDH1 R132H inh – blocks human mutant IDH1 R132H enzyme; Potency, µM (doses to about 76.6 µM), inactives show at the highest dose activity change, negative = inhibition, most hits filed as inhibitors; IDH1-R132H enzyme, NADPH consumption, diaphorase/resazurin fluorescence; 0.093% of 390,000 active; O75874; note: potency is the fitted concentration of half-maximal effect; % is set by controls: 0 for no effect and ±100 for the full control effect; nearly all actives have a fitted effect of over 65% in size
# Target sequence (O75874 whole entry R132H, stated change not applied): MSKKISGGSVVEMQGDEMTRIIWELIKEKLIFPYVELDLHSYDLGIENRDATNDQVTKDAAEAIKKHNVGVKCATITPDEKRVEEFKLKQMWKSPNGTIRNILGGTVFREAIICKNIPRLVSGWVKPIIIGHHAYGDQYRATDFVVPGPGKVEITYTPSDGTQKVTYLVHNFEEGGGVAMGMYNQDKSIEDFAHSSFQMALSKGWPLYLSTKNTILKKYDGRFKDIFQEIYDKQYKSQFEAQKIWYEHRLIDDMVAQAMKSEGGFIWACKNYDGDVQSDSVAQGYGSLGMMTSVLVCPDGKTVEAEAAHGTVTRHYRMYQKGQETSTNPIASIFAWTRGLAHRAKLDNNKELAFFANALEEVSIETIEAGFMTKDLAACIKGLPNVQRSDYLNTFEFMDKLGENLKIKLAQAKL
#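 IDH1-R132H (0.5 ug/mL dispensed) in pH 7.5 Tris buffer was preincubated 30 min with compound, then given a substrate mix of 0.016 mM NADPH and 2 mM alpha-KG for 80 min at room temperature; remaining NADPH was read by diaphorase/resazurin fluorescence.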
# PI4K2A block – inhibitors of human PI4K2A; activity change, negative = inhibition, % at 76.9 µM; 0.13% of 420,000 active; AID 1346378; purified PI4K2A, ADP-Glo luminescence, 1 h; active compounds read low; in the data active = activity change below about -50%; inconclusive = mostly about -30% to -49%;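 note: -100% = wells without enzyme as full effect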
#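 ADP-Glo luminescence measured ADP generated by PI4K2A enzyme (4 ug/mL before mixing) with 1.2 mM PI substrate (pre-mix) and 300 microM ATP (pre-mix). Tris pH7.5 buffer with MgCl2, Triton X-100; 1 h reaction at ambient temperature.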
# GLS inhibitor – glutaminase GLS (human) inhibition; O94925; GLS enzymatic activity, qHTS titration; Potency, µM (doses to about 45.5 µM), for the others: at the top dose activity change, negative = inhibition, actives largely listed as inhibitors; 0.21% of 410,000 active; AID 624170; note: potency is the fitted concentration of half-maximal effect; % is set by controls: 0 for no effect and ±100 for the full control effect
#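 Compounds were pin-transferred onto hKGA, after which L-glutamine (1 mM solution) and a detection mix of glutamate oxidase, HRP and Amplex Red were added. Initial and 30 min RT fluorescence reads were collected.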
# * marks the source's active call; other numbers are inactive results; i = inactive; ? = inconclusive; . = not tested or not shown; [ ] = another dose, or the depositor's remark. Unless noted, calls come from the whole dose curve; as a rule, active = well fitted curve in the direction sought with a large enough effect; inconclusive = small, poorly fitted or top-dose-only effect, or another doubt; inactive = no such curve, though single readings can be large; an effect the other way counts as inactive or inconclusive.
SMILES,TrxR1 substrate,Pin1 inhibitor,USP1 inh,HP1b binding inh,TrxR1 inh,PGK inhibitor,IDH1 R132H inh,PI4K2A block,GLS inhibitor
Cc1ccc(NC(=O)NCc2ccc3[nH]c(C)cc3c2)cc1,-4.9%,-0.7%,-1.5%,-1.4%,38.5%[0.0914 µM],-3.0%,-1.7%,-4.9,12.7%
COc1ccc(/C=N/NC(=O)c2cc(-c3ccccc3)nc3ccccc23)c(C(=O)O)c1OC,-6.1%,1.6%,-22.8%,41.5%[activator],7.9%,4.5%,-5.8%,-1.4,-0.6%
Cc1cccc(N2CCN(C(=O)c3cccc(NC4=NC5CS(=O)(=O)CC5S4)c3)CC2)c1C (stereo unspecified),2.8%[57.1 µM],-0.2%,-22.1%,31.3%,2.2%[57.1 µM],0.1%,-2.3%,-1.2,1.1%
O=C(COc1ccc(F)cc1)Nc1ccc(-n2cnnn2)cc1,17.9%,-0.2%,-11.8%,28.5%,44.0%[activator],-4.4%,2.2%,-0.9,0.0%
Cc1ccc(S(=O)(=O)CCC(=O)Nc2nnc(-c3ccc(F)cc3)o2)cc1,-6.6%,1.4%,-5.4%,26.2%,-9.4%,-4.3%,2.2%,4.0,3.3%
Cc1ccc(NC(=O)CN(C)CC(=O)Nc2ccccc2Oc2ccccc2)cc1,3.4%[57.1 µM],-1.8%,-13.2%,17.8µM*,12.4%[57.1 µM],-2.7%,2.1%,2.0,1.3%
Fc1ccc(NC(=S)N2CCn3cccc3C2c2cccnc2)cc1 (stereo unspecified),-6.4%,-5.5%,-16.4%,15.0%,11.1%[57.1 µM],-1.0%,5.1%,5.9,-8.0%
Cc1ccccc1-n1c(=S)[nH]c2nc3c(cc2c1=O)COC(C)(C)C3,-3.2%,-15.3%,-13.5%,44.9%[activator],-1.8%,-2.8%,0.6%,1.4,-1.5%
CCOC(=O)c1c(NC(=O)/C=C/C(=O)O)sc(C)c1-c1ccc(C(C)(C)C)cc1,-11.2%,.,31.6µM*,-14.6%,-13.2%,-13.8%,?,-23.6,-1.3%
COc1cccc(/C=N/Nc2ncnc3c2[nH]c2ccc(C)cc23)c1OC,9.8%,?,-15.5%,14.5%,33.3%,-4.8%,8.0%,-7.9,-20.8%
CCC(C(=O)NCc1cccc(C)c1)n1nc(C)c2c(C)n(-c3ccccc3)nc2c1=O (stereo unspecified),3.3%,0.1%,-9.5%,33.6%,10.1%,i,-1.8%,-2.8,3.9%
CN(C)CCCN(C(=O)c1cc(-c2cccs2)nc2ccccc12)c1nc2c(F)cccc2s1,24.6%,-1.9%,-20.8%,-6.1%,21.7%,-6.6%,0.0%,-3.4,2.3%
C/C(N)=C(/C#N)C(=O)COC(=O)COc1ccc(Cl)cc1C,-4.7%,-1.8%,-7.5%,5.3%,4.6%,-2.3%,-2.7%,2.2,5.2%
COc1ccc(Cc2nn3c(-c4ccccc4OC)nnc3s2)cc1,-3.9%,0.9%,?,-19.3%,2.0%,-3.8%,6.3%,2.2,-4.0%
Cc1c(NC(=S)Nc2ccc(Cl)cc2)c(=O)n(-c2ccccc2)n1C,6.1%,-5.1%,-17.2%,40.5%[activator],0.6%,-8.8%,7.8%,-2.4,16.5%
COc1ccc(OC)c(NC(=O)CN2C(=O)COc3ccc(S(=O)(=O)NC4CCCC4)cc32)c1,-5.3%[57.1 µM],2.5%,-19.5%,21.3%,7.8%[57.1 µM],i,-15.8%,6.5,2.8%
Cc1oc(S(=O)(=O)N2CCCCC2)cc1NC(=O)Nc1ccccc1,4.5%[57.1 µM],-1.6%,-24.6%,8.5%,-15.9%[57.1 µM],7.1%,1.7%,-4.6,5.1%
FC(F)(F)c1cccc(Nc2nc3nonc3nc2Nc2ccc(Cl)cc2)c1,-0.1%,-2.1%,-25.5%,-5.7%,22.8%,.,.,-2.2,-9.9%
CCCCCOc1ccc(C2C(C(=O)c3ccc(C)o3)=C(O)C(=O)N2c2cc(C)on2)cc1 (stereo unspecified),-1.1%,2.2%,?,16.0%,-7.2%,i,4.3%,-1.8,0.8%
CC1Sc2ccc(S(=O)(=O)NCCc3ccc(Cl)cc3)cc2NC1=O (stereo unspecified),1.4%,?,-21.0%,34.4%,31.7%,-0.3%,-3.4%,0.3,-3.2%
OCCSc1nncn1/N=C/c1c[nH]c2ccccc12,11.3%[57.1 µM],1.3%,-25.7%,31.0%,8.0%[57.1 µM],3.1%,6.2%,0.5,5.0%
Cc1ccc(S(=O)(=O)N2CCOCC2)cc1NC(=O)CSc1nc2ccccc2c(=O)n1Cc1ccccc1,-6.9%,10.2%,-8.1%,14.1%,3.1%,2.3%,6.3%,-0.3,10.5%
O=C(CCCN1C(=O)/C(=C/c2ccccc2)SC1=S)Nc1cccc(O)c1,-8.3%,14.1%,-16.7%,-11.8%,15.0%,-0.7%,4.5%,16.8,-3.0%
CC(C)(C)S(=O)(=O)N1Cc2ccc(CO)cc2[C@@H]1CCO,0.6%,3.9%,-26.8%,40.0%[activator],4.2%,-5.3%,13.5%,5.9,0.8%
O=C(C1CCCN(S(=O)(=O)c2ccc(F)cc2)C1)N1CCCCC1 (stereo unspecified),5.5%,-8.6%,-23.9%,35.3%,16.1%,i,9.6%,0.5,-4.9%

# Random excerpt: two entries already listed
SMILES,TrxR1 substrate,Pin1 inhibitor,USP1 inh,HP1b binding inh,TrxR1 inh,PGK inhibitor,IDH1 R132H inh,PI4K2A block,GLS inhibitor
Cc1ccc(S(=O)(=O)CCC(=O)Nc2nnc(-c3ccc(F)cc3)o2)cc1,-6.6%,1.4%,-5.4%,26.2%,-9.4%,-4.3%,2.2%,4.0,3.3%
COc1ccc(OC)c(NC(=O)CN2C(=O)COc3ccc(S(=O)(=O)NC4CCCC4)cc32)c1,-5.3%[57.1 µM],2.5%,-19.5%,21.3%,7.8%[57.1 µM],i,-15.8%,6.5,2.8%

# Some of these compounds in order of their number in Pin1 inhibitor, descending:
structure,Pin1 inhibitor
O=C(CCCN1C(=O)/C(=C/c2ccccc2)SC1=S)Nc1cccc(O)c1,14.1%
OCCSc1nncn1/N=C/c1c[nH]c2ccccc12,1.3%
Cc1cccc(N2CCN(C(=O)c3cccc(NC4=NC5CS(=O)(=O)CC5S4)c3)CC2)c1C (stereo unspecified),-0.2%
Cc1ccccc1-n1c(=S)[nH]c2nc3c(cc2c1=O)COC(C)(C)C3,-15.3%

# More structures
SMILES,TrxR1 substrate,Pin1 inhibitor,USP1 inh,HP1b binding inh,TrxR1 inh,PGK inhibitor,IDH1 R132H inh,PI4K2A block,GLS inhibitor
CC(C)C[C@H](NC(=O)c1nc[nH]c1C(=O)NC(c1ccccc1)c1ccccc1)C(=O)OCc1ccccc1,7.4%[57.1 µM],?,-19.0%,32.4%,32.2%,9.1%,-14.2%,-3.5,-4.7%
COc1cccc(CN2CCN(c3ncccn3)CC2)c1OC,-2.3%,-3.0%,-11.3%,?,-4.9%,-1.8%,-2.1%,-0.4,6.6%
Nn1c(SCc2cccc(Br)c2)nnc1-c1ccncc1,9.8%[11.4 µM],-6.2%,-18.2%,33.0%,13.5%[11.4 µM],4.7%,5.0%,1.9,-11.0%
Cc1cccc(NC(=S)NC2CCSc3ccccc32)c1 (stereo unspecified),-7.1%,2.3%,-16.8%,27.7%,-11.2%,0.8%,-5.6%,8.5,5.5%
COc1ccc(OC)c(S(=O)(=O)n2cnc3ccccc32)c1,-2.9%,5.0%,-8.6%,59.5%[activator],15.8%,-7.6%,-10.3%,1.2,-9.8%
CN(CC(=O)Nc1ccc(Cl)c(S(=O)(=O)N2CCOCC2)c1)C(=O)c1ccc(C#N)cc1,4.4%,0.6%,-22.2%,24.9%,13.3%,-10.5%,1.0%,-8.1,1.8%
CCN=c1scc(-c2ccc(F)cc2)n1/N=C/c1ccccn1,-0.4%[57.1 µM],-3.0%,0.9%,?,22.5%[57.1 µM],-0.8%,0.4%,1.8,-10.0%
O=c1[nH]c(CN2CCN(c3ccc([N+](=O)[O-])cc3)CC2)nc2ccsc12,-14.9%,-0.9%,0.5%,4.5%,13.5%[57.1 µM],-4.6%,10.5%,11.3,10.7%
COc1ccccc1NC(=O)COc1coc(CN2CCN(c3ccccc3)CC2)cc1=O,-2.4%,5.1%,2.8%,9.2%,1.4%,-6.7%,1.9%,6.4,19.1%
CCOc1ccccc1NC(=O)c1c(NC(=O)COc2ccccc2)sc2c1CCCCC2,1.5%,-3.1%,-12.0%,48.1%[activator],-0.8%,-6.3%,0.0%,0.8,-1.1%
Cc1cc2cc(C)c3nnc(SCC(=O)NCc4ccco4)n3c2cc1C,9.9%,-1.8%,-23.6%,-3.8%,-2.1%,-4.2%,0.9%,-2.2,0.4%
Cc1cccc(-n2cc(C#N)c(=O)[nH]c2=O)n1,9.0%[57.1 µM],-11.1%,-3.7%,35.9%,8.5%[57.1 µM],3.6%,7.4%,-18.4,11.0%
CC(C)[C@H](NS(=O)(=O)c1ccccc1)C(=O)OCC(=O)Nc1ccc2c(c1)OCO2,-2.6%,-5.9%,-0.1%,21.9%,6.2%,6.1%,3.3%,0.2,6.3%
O=C(CNCC1CCCO1)Nc1ccccc1N1CCOCC1 (stereo unspecified),3.0%,-2.9%,-10.6%,5.9%,4.6%,-3.9%,1.5%,10.6,17.5%
COC(=O)c1ccc(OCC(O)CN2CCN(C(=O)c3ccco3)CC2)cc1 (stereo unspecified),-3.8%,-11.9%,-6.0%,?,-7.1%,-0.9%,2.2%,-5.3,-0.1%

# Source: PubChem

# This is a subset (hit frequency here may not be typical).
